miR-122 sensor = miR-122 inhibition in Huh7 cells; Huh7 miR-122 Renilla luciferase sensor, 48 h; neutral wells = 0, positive control = 100; activation (reporter increase), % at 12.5 µM; 340,000 compounds, 0.3% hits;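 active = mean replicate activation score at least 90 and every replicate individually at or above 90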;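 also: higher luciferase means less miR-122 activity so hits act as miR-122 inhibitors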
* hit, by the source's call.

Start of the data: the first 24 records, to show the layout:
SMILES	miR-122 sensor
O=C(Nc1ccc(Cl)cc1)C1CC2CCCC(C1)C2=O (configuration not stated)	-2
CCOCCn1c(SCCCc2ccccc2)nc2c1c(=O)[nH]c(=O)n2C	-4
COc1cc(CC(=O)Nc2nccs2)cc(OC)c1OC	-7
CCCCCc1nc2c(C#N)c(-c3ccc(Cl)cc3)ccn2n1	0
Cc1c(NS(=O)(=O)c2ccccc2)c(=O)n(-c2ccccc2)n1C	-8
CC(C)CN(CC(C)C)C(=O)Cc1coc2ccc3ccccc3c12	1
Cc1cc2cc(CNC(=O)NC3CCCCC3)ccc2[nH]1	28
COC(=O)C1=C(C(=O)OC)C(c2cc(Cl)ccc2O)c2sc(=O)[nH]c2S1 (configuration not stated)	0
COc1ccc(Cl)cc1NC(=S)NCCc1c[nH]c2ccccc12	2
Cc1cc(C)cc(CSc2nnc(C)c(=O)[nH]2)c1	4
CCn1c(=NC(=O)CSCC(=O)Nc2nccs2)sc2ccccc21	-1
COc1cccc(-c2nc(NCC3CCCO3)c3ccccc3n2)c1O (configuration not stated)	-6
COc1ccc(C2=CC(c3cc(OC)c(OC)c(OC)c3)NC(=S)N2)cc1 (configuration not stated)	-10
O=C(CCN1C(=O)C2C3C=CC(C3)C2C1=O)N1CCN(c2ccccn2)CC1 (configuration not stated)	-4
O=C(OCc1cccc(F)c1)c1ccc2c(c1)-c1ccccc1C2=O	-8
O=C(/C=C/c1c(Cl)cccc1Cl)NCc1ccccc1	2
CN1CCCN(Cc2ccccc2C(F)(F)F)CC1	-1
COc1ccc(S(=O)(=O)n2nc(OC(=O)c3cccs3)cc2N)cc1	1
CCCCNC(=O)C1C2C=CC3(CN(Cc4ccc(C)cc4)C(=O)C13)O2 (configuration not stated)	5
N#CCSc1nc2c(cc1C#N)CCCC2	-10
O=C(COC(=O)COc1ccc(Cl)cc1)Nc1ccc(F)c([N+](=O)[O-])c1	-4
CCCN(CCC)C1Sc2ccc(C(=O)OC)cc2NC1=O (configuration not stated)	-1
CCOC(=O)C1CCN(S(=O)(=O)Cc2ccccc2)C1=O (configuration not stated)	-10
N#Cc1c(-c2ccccc2)ccnc1Oc1ccccc1	-8

The listing, repeating the preview:
SMILES	miR-122 sensor
O=C(Nc1ccc(Cl)cc1)C1CC2CCCC(C1)C2=O (configuration not stated)	-2
CCOCCn1c(SCCCc2ccccc2)nc2c1c(=O)[nH]c(=O)n2C	-4
COc1cc(CC(=O)Nc2nccs2)cc(OC)c1OC	-7
CCCCCc1nc2c(C#N)c(-c3ccc(Cl)cc3)ccn2n1	0
Cc1c(NS(=O)(=O)c2ccccc2)c(=O)n(-c2ccccc2)n1C	-8
CC(C)CN(CC(C)C)C(=O)Cc1coc2ccc3ccccc3c12	1
Cc1cc2cc(CNC(=O)NC3CCCCC3)ccc2[nH]1	28
COC(=O)C1=C(C(=O)OC)C(c2cc(Cl)ccc2O)c2sc(=O)[nH]c2S1 (configuration not stated)	0
COc1ccc(Cl)cc1NC(=S)NCCc1c[nH]c2ccccc12	2
Cc1cc(C)cc(CSc2nnc(C)c(=O)[nH]2)c1	4
CCn1c(=NC(=O)CSCC(=O)Nc2nccs2)sc2ccccc21	-1
COc1cccc(-c2nc(NCC3CCCO3)c3ccccc3n2)c1O (configuration not stated)	-6
COc1ccc(C2=CC(c3cc(OC)c(OC)c(OC)c3)NC(=S)N2)cc1 (configuration not stated)	-10
O=C(CCN1C(=O)C2C3C=CC(C3)C2C1=O)N1CCN(c2ccccn2)CC1 (configuration not stated)	-4
O=C(OCc1cccc(F)c1)c1ccc2c(c1)-c1ccccc1C2=O	-8
O=C(/C=C/c1c(Cl)cccc1Cl)NCc1ccccc1	2
CN1CCCN(Cc2ccccc2C(F)(F)F)CC1	-1
COc1ccc(S(=O)(=O)n2nc(OC(=O)c3cccs3)cc2N)cc1	1
CCCCNC(=O)C1C2C=CC3(CN(Cc4ccc(C)cc4)C(=O)C13)O2 (configuration not stated)	5
N#CCSc1nc2c(cc1C#N)CCCC2	-10
O=C(COC(=O)COc1ccc(Cl)cc1)Nc1ccc(F)c([N+](=O)[O-])c1	-4
CCCN(CCC)C1Sc2ccc(C(=O)OC)cc2NC1=O (configuration not stated)	-1
CCOC(=O)C1CCN(S(=O)(=O)Cc2ccccc2)C1=O (configuration not stated)	-10
N#Cc1c(-c2ccccc2)ccnc1Oc1ccccc1	-8
CCCCOC1(c2ccccc2)OC(=O)c2ccccc21 (configuration not stated)	-3
CCOC(=O)C1CCCN(C(=O)Cn2sc3nc(C)cc(C)c3c2=O)C1 (configuration not stated)	-5
O=C1CNCc2[nH]c3ccccc3c2N1c1ccccc1	1
N/C(=N\c1nc2c(c(=O)[nH]1)CCC2)Nc1cccc2ccccc12	-1
O=S(=O)(Nc1cccnc1)c1ccc(Cl)cc1	2
O=C(Cn1nnc(-c2ccccc2)n1)N/N=C/c1ccc(-c2ccc(Cl)cc2)o1	-3
Cc1c(Cl)c(-c2n[nH]c(=S)n2Cc2ccco2)nn1C	-9
CC(=O)OCc1c(C(F)(F)F)nn(C)c1Oc1ccccc1	-4
O=[N+]([O-])c1ccc(NC2CCCC2)cc1	-6
CN(C)CCOC(=O)CCc1ccccc1	0
COc1ccc(N2CC(C)Cn3c2nc2c3c(=O)n(Cc3ccccc3F)c(=O)n2C)c(OC)c1 (configuration not stated)	-19
O=C(COC(=O)c1cccnc1Nc1cccc(C(F)(F)F)c1)NCCN1C(=O)CSC1=O	-1
O=C(NC1CCCCC1)NC1(C(=O)NCCCN2CCOCC2)CCCCC1	-3
c1ccc(-n2nnnc2SCc2ccccn2)cc1	-4
Cc1ccc(/C=C2\SC(=S)N(/N=C/c3cc([N+](=O)[O-])ccc3O)C2=O)o1	-12
Cc1nc2cc(C(F)(F)F)ccc2n1C1CCN(C(=O)N2CCOCC2)CC1	1
CCOc1ccc(-c2ccc(C=O)o2)c([N+](=O)[O-])c1	-3
Cc1cc(C)c(S(=O)(=O)N2CCCCC2)c(C)c1-n1ncnn1	15
CC(CNC(=O)CC(C)(C)C)NC(=O)CC(C)(C)C (configuration not stated)	15
Cc1c(-c2cccc(Cl)c2)nc2ccccc2c1C(=O)OCC(=O)Nc1ccc2c(c1)OCO2	11
COC(=O)Nc1ccccc1C(=O)N1CCC(O)(c2ccc(Cl)cc2)CC1	-1
CCC(C)(C(=O)NC1CCCCC1)N(Cc1ccco1)C(=O)CNC(=O)c1ccccc1 (configuration not stated)	6
Cc1cc(C)nc(NS(=O)(=O)c2ccc(N/C=C/C(=O)c3ccc(Cl)c(Cl)c3)cc2)n1	15
COCc1cc(=O)n2[nH]c(SCc3ccccc3)nc2n1	-12
O=C(CNC(=O)c1ccco1)OCC(=O)c1ccc2ccccc2c1	1
CCOc1cc(/C=C2\CCC/C(=C\c3cc(Cl)c(O)c(OCC)c3)C2=O)cc(Cl)c1O	34
O=C(CCCn1c(=S)[nH]c2ccsc2c1=O)NCc1ccco1	-3
CCc1ccc(OCc2nnc(SCC(=O)NCc3ccco3)o2)cc1	12
CCCCCSc1nc(O)cc(=O)[nH]1	0
Cc1cc(=O)oc2cc(OCC(=O)OCC(=O)N3CCc4ccccc43)ccc12	0
Cc1cccc(N(CC(=O)N2CCOCC2)S(C)(=O)=O)c1	-4
CCN(CC)c1ccc(NC(=O)c2cccc(OC)c2)c(C)c1	9
Cc1cc(/C=N/NC(=O)CC2(C)OCCO2)c(C)n1-c1ccc(Cl)c(Cl)c1	-5
CC(=O)NC(c1ccc(F)cc1)c1cccnc1 (configuration not stated)	-19
c1ccc(-c2noc(C34CC5CC(CC(C5)C3)C4)n2)nc1	-1
CCn1nnc(NC(=O)c2cccnc2Cl)n1	1
Following part:
SMILES	miR-122 sensor
C#CCSc1nnc(-c2cc3c(C(F)(F)F)nn(C)c3s2)n1C	-9
CCOc1ccc(Cl)cc1S(=O)(=O)n1cnc2cc(C)c(C)cc21	183*
O=c1c(-c2nc3ccccc3s2)cccn1Cc1ccc(Cl)cc1	-8
CCOC(=O)C(CCC(=O)O)(CCC(C)C)c1csc(N)n1 (configuration not stated)	-4
CC(=O)c1cnc(SCCN2C(=O)c3ccccc3C2=O)nc1C	3
COc1cc(NC(=O)CN2C(=O)c3ccccc3C2=O)c(C(=O)O)cc1OC	-2
COc1ccc(Nc2nc(C)cc(=O)[nH]2)c(OC)c1	1
CCN(CC)S(=O)(=O)c1cccc(C(=O)NC(C(=O)Nc2nnc(C)s2)C(C)C)c1 (configuration not stated)	-6
Cc1cc(C)c(C#N)c(SCC(=O)Nc2ccc3c(c2)OCO3)n1	5
O=C(Nc1ccc(OC(=O)c2ccccc2)c(-c2nc3ccccc3s2)c1)c1ccccc1	2
COc1cc(/C=C2/CCc3ccccc3C2=O)cc(OC)c1OC	9
CCOC(=O)c1[nH]c2ccccc2c1NC(=O)c1cc(OC)c(OC)c(OC)c1	1

Fetched one by one from above:
SMILES	miR-122 sensor
COc1ccc(Cl)cc1NC(=S)NCCc1c[nH]c2ccccc12	2
CC(=O)NC(c1ccc(F)cc1)c1cccnc1 (configuration not stated)	-19

Remaining list, next part:
SMILES	miR-122 sensor
COc1ccc(CCNC(=O)CSc2nnc(CNC(=O)c3cccs3)o2)cc1OC	-7
Cn1c(SCC(=O)Nc2nccs2)nnc1-c1ccncc1	0
CCCCn1c(SCC(=O)NCc2ccco2)nc2c1c(=O)n(C)c(=O)n2C	-1
COc1ccc(C(=O)C(CN2CCOCC2)c2ccccc2)cc1F (configuration not stated)	2
O=C(CCc1nc2ccccc2c(=O)[nH]1)OCC(=O)N1CCN(S(=O)(=O)c2ccccc2)CC1	-5
Cc1scc(C(=O)NNC(=S)NCC2CCCO2)c1C (configuration not stated)	-3
CCCCC(=O)Nc1ccc(C(=O)Nc2nc(CC(=O)OCC)cs2)cc1	-6
CC(c1nnnn1C1CCCCC1)N(Cc1ccccc1)Cc1cccnc1 (configuration not stated)	-6
COCCNC(=O)CSc1nc2ccccc2c(=O)n1CCCC(=O)NCc1ccccc1	0
O=C(NC1CCCCC1)C(c1ccco1)N(CCc1ccccc1)C(=O)C(F)(F)F (configuration not stated)	7
O=C(COC(=O)COc1ccccc1Cc1ccccc1)Nc1cccnc1Cl	4
COc1ccc(NC(=O)C(Sc2ccccc2)c2ccccc2)c(OC)c1 (configuration not stated)	8
CC(=O)Nc1ccc(Nc2ncnc3c2cnn3-c2cccc(C)c2)cc1	-2
Cc1ccnc(N2C(=O)C3C4CC(C(Br)C4Br)C3C2=O)c1 (configuration not stated)	1
CCOC(=O)c1ccc(N2C(=O)CC(SCC(N)C(=O)OCC)C2=O)cc1 (configuration not stated)	-14
COC(=O)c1ccccc1NC(=O)c1noc2c1CCCC2	0
CC(=O)Nc1cccc(NS(=O)(=O)Cc2ccc(Cl)cc2)c1	-2
COc1ccc(CCNC(=S)NC(=O)/C=C/c2ccc(C)cc2)cc1OC	4
CCOC(=O)c1cc(NC(=O)Nc2ccc(OC)c(OC)c2)c(C)nc1C	6
CC(C)CNC(=S)NNC(=O)c1csc2c1CCC(C)C2 (configuration not stated)	35
CCOc1ccc(Oc2cc(C)nc(SC)n2)nn1	-19
CC1=C(C(=O)c2ccccc2)C(c2cn(-c3ccccc3)nc2-c2ccc(Cl)cc2)NC(=S)N1 (configuration not stated)	-4
CC1CC(C)CN(C(=O)CCCn2c(=S)[nH]c3ccccc3c2=O)C1 (configuration not stated)	3
COCC(C)n1c(C)cc(C(=O)COC(=O)c2nc3nc(C)cc(C)n3n2)c1C (configuration not stated)	-4
Cc1sc(NC(=O)CSc2nnnn2C2CCCC2)c(C#N)c1C	-8
Cc1ccc(-n2c(CSc3nc(C)cc(C)n3)nnc2SCC(=O)N2CCCC2)cc1	4
O=S1CC/C(=N\O)c2ccccc21 (configuration not stated)	9
CC1Cc2ccccc2N1C(=O)CSc1nnnn1Cc1ccccc1 (configuration not stated)	0
CC(=O)Nc1ccc(NC(=O)Nc2ccc(C)cc2C)cc1	10
COc1ccc(C(=O)NC(=S)N2CCC(C)CC2)cc1	1
COc1ccc2c(C)cc(SCC(=O)Nc3ccc(Cl)cn3)nc2c1	2
O=C(CNC(=O)c1cnccn1)Nc1ccc(F)c(F)c1F	0
Cn1c(-c2ccc(F)cc2)cnc1SCC(=O)Nc1ccccc1N1CCOCC1	-3
O=C(OCc1nnc(-c2ccccc2)o1)c1cc(S(=O)(=O)N2CCOCC2)c(Cl)cc1Cl	3
O=C(Nc1ccc(OC(F)(F)F)cc1)c1n[nH]c(Cn2cncn2)n1	-1
COc1cc(OC)c(NC(=O)Nc2ccc(OC)c(OC)c2)cc1Cl	4
COc1ccccc1N1CCN(Cc2nc3ccccc3c(=O)n2CC(C)=O)CC1	-2
CC1CCC(C(=O)NC(C(=O)NCc2cccnc2)C(C)C)CC1 (configuration not stated)	0
COCCn1c(C)cc(C(=O)CSc2nc3ccccc3o2)c1C	7
CCOC(=O)c1nn(-c2ccc(Br)cc2)cc1C(=O)c1cccc2ccccc12	6
Cc1ccnc(SCC(=O)Nc2sc3c(c2C#N)CCCC3)n1	7
COCCSc1nnc(NC(=O)COC)s1	-12
Cc1cc(C)c(S(=O)(=O)NCc2cn3c(C)csc3n2)cc1C	3
CC1(C)CC(=O)C2=C(C1)N(Cc1ccccc1)C(=O)C2(NC(=O)C(C)(C)C)C(F)(F)F (configuration not stated)	2
C=CCc1cccc(Cl)c1OCCON1C(=O)CCC1=O	-3
CCCCn1cnc2cc(NCc3cccc(OC)c3O)ccc21	-25
O=C(Nc1cccc2[nH]ncc12)c1ccc(F)cc1	15
Cc1ccc2cc(CN(Cc3ccco3)C(=O)c3ccccc3)c(=O)[nH]c2c1C	-9
Cc1ccc(CC(=O)NCCCc2ccccc2)cc1	-5
O=c1oc2cc(Cl)ccc2n1CSc1nc2ccccc2s1	4
CCCS(=O)(=O)N1CCC(C(=O)N2CCOCC2)CC1	-4
Cc1c(=O)n(OCc2cccc(F)c2)c2ccccc2[n+]1[O-]	9
COc1ccc(-c2nnc(-c3cccnc3)o2)cc1	-3
CCC1=[N+]([O-])C(C)(/C(C)=N\O)N(O)C1(C)C (configuration not stated)	-19
Cc1ccc(S(=O)(=O)NC(=O)NC(C)(C)C)cc1	12
CCOC(=O)Cn1nnc(-c2ccc(SC)cc2)n1	1
CCCOC(=O)C1C2C=CC(C3CC23)C1C(=O)OCC(=O)c1ccccc1 (configuration not stated)	15
Cc1ccsc1/C=N/n1c(-c2cccnc2)n[nH]c1=S	2
Cc1c(NC(=O)CSc2nccn2C)c(=O)n(-c2ccccc2)n1C	-1
Cn1c2ccccc2c2ncn(CCN3CCOCC3)c(=O)c21	-6

Bioassay records: PubChem BioAssay, Broad Institute

Not all compounds are listed; rates above refer to the full screens.
